GLP-1R inv ag – GLP-1 receptor (human) inverse agonism. P43220. HEK293 GLP-1R CRE-luciferase, luminescence, 24 h; GLP-1R form is constitutively active. Potency, µM (highest dose often 38.3 µM), for inactives: at the highest dose activity change, negative = inhibition, most hits filed as inhibitors. hit rate 1.6% among 410,000. AID 624417; note: potency is the fitted concentration of half-maximal effect; % is set by controls: 0 for no effect and ±100 for the full control effect; nearly all actives have a fitted effect of over 55% in size
Target sequence (P43220 whole entry, looked up): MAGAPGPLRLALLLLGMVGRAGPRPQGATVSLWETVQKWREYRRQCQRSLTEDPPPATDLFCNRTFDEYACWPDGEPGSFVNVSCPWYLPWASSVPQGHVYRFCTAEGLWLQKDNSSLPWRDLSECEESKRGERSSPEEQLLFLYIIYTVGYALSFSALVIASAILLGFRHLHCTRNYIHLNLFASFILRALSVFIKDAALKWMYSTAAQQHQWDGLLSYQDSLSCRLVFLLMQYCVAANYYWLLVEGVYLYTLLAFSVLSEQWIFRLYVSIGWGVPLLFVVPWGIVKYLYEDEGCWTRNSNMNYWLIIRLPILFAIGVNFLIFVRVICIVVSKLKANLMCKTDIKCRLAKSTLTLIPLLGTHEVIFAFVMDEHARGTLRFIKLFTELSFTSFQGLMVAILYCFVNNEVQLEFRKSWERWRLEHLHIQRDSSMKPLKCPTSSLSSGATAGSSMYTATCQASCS
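Cells are plated, allowed 12 hours at 37 deg C, then treated with compounds for 24 hr before luciferase detection reagent is added and luminescence is read after 12 min at room temperature. The HEK293 line carries constitutively active GLP-1R with a cAMP-responsive reporter.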
HEK293 tox – cytotoxicity in counter-screen for GLP-1R inverse agonists. HEK293 cAMP-luciferase reporter cells, luminescence, 24 h. Potency, µM (series often up to 38.3 µM), for inactives: at the highest dose activity change, negative = inhibition, actives largely listed as inhibitors. hit rate 0.13% among 410,000. AID 624418;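 note: loss of luciferase light is scored as toxicity; potency is the fitted concentration of half-maximal effect; % is set by controls: 0 for no effect and ±100 for the full control effect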
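MLSMR compounds, 24 hr on cells at 37 deg C/5% CO2; luminescence after luciferase reagent (12 min RT). Inhibition counted as the undesired cytotoxic outcome.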
PLK1 PBD block – PLK1 (human) polo-box domain binding inhibition. Plk1 PBD binding of FITC phosphopeptide, fluorescence polarization. Potency, µM, for inactives: max response, negative = inhibition, hits mostly inhibitors. P53350. AID 720504. hit rate 2.8% among 360,000; note: potency is the fitted concentration of half-maximal effect; series mostly up to about 57 µM; % is set by controls: 0 for no effect and ±100 for the full control effect; nearly all actives have a fitted effect of over 65% in size
IL-2 act – activators of IL-2. IL-2 activation reporter assay, cell-based qHTS; stimulated with anti-CD3/CD4/CD28 beads; in transgenic mouse T cells. activation, % (series mostly up to about 46 µM). hit rate 0.065% among 360,000; in the data active = activation above about 50%; inconclusive = mostly about 30% to 49%; note: 0% is about no effect
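Unstimulated transgenic mouse T cells preincubated 60 min with compound, then stimulated with anti-CD3/anti-CD4-coated beads plus anti-CD28 for 18 h at 37 degrees C. IL-2 response read as EGFP and DsRed fluorescence by plate cytometry.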
EPAC1 ag – EPAC1 (human) agonism | EPAC1 agonist qHTS, biochemical assay; response scale: 100% = response to 6.5 mM cAMP | Potency, µM (titrated, usually from 154 µM), for inactives: top-dose activation, actives largely listed as activators | hit rate 0.073% among 360,000 | AID 720707 | O95398; note: potency is the fitted concentration of half-maximal effect; nearly all actives have a fitted effect of over 60% in size
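Compounds were pinned as a concentration titration into mixtures of EPAC1 (100 nM), BODIPY-GDP-loaded Rap1B (250 nM) and GDP (50 uM). After 5 min at room temperature, fluorescence was followed for 30 min; activity was scaled to 6.5 mM cAMP.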
PTHR1 agonist – PTHR1 (human) receptor agonism | Q03431 | HEK293 GP2 PTHR1 cells, GloSensor cAMP luminescence, 1 h | Potency, µM (doses to about 115 µM), inactives show top-dose activation, hits mostly activators | hit rate 0.075% among 410,000 | AID 743266; note: potency is the fitted concentration of half-maximal effect; nearly all actives have a fitted effect of over 55% in size; some results filed as inactive show a strong effect at the top dose; inactives centre near -15; many of its hits are not listed in these tables
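HEK-293-derived GP2 cells expressing PTHR1 and a GloSensor cAMP reporter, 3,000/well, plated overnight, given luciferin plus IBMX (each 0.5 mM as added) for 1 h at 37 °C, then compound for 1 h at 37 °C. Luminescence was read after 15 min at room temperature.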
EPAC1 antag – blocks human EPAC1 exchange factor | Potency, µM (series often up to 115 µM), for inactives: at the top dose activity change, negative = inhibition, most hits filed as inhibitors | EPAC1 GEF assay, Rap1b-BODIPY-GDP exchange fluorescence | AID 720709 | O95398 | hit rate 0.14% among 360,000;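 note: potency is the fitted concentration of half-maximal effect; plate controls were vehicle for no effect and positive control for full effect; nearly all actives have a fitted effect of over 50% in size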
PI5P4Ka inh – PI5P4K alpha (human) kinase inhibition | PI5P4Kalpha enzyme, ADP-Glo luminescence, 60 min; active compounds read low | max response, % | P48426 | hit rate 1.2% among 330,000; active = max response of -50% or lower; inconclusive = between -30% and -50%; inactive = -30% or higher; note: value at the top dose of about 77 µM; % is set by controls: 0 for no effect and ±100 for the full control effect
Target sequence (P48426 whole entry, looked up): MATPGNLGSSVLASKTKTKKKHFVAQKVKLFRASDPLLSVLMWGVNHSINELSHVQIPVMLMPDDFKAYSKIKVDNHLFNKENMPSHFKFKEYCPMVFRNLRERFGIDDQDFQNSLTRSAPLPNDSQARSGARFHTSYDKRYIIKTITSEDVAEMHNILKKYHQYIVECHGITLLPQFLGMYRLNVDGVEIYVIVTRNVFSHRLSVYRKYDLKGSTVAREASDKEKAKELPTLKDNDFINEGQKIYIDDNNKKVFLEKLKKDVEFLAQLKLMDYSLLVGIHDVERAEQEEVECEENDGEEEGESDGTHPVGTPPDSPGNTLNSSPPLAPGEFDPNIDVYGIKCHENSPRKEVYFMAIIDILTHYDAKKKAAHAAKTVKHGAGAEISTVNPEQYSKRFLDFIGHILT
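qHTS, 1536-well: enzyme/substrate mix, compound by pin tool, 5 microM ATP final; RT 60 min; ADP-Glo reagents 1 (45 min) then 2 (30 min); luminescence.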
GLP-1R agonist – activates the human GLP-1 receptor. P43220. HEK293 GLP-1R CRE-luciferase, luminescence, 4-6 h; cells express a hypersensitive GLP-1R form. Potency, µM (series often up to 45.6 µM), inactives show at the top dose activation, most hits filed as activators. hit rate 0.007% among 380,000. AID 624172; note: potency is the fitted concentration of half-maximal effect; % of control where 0% means no effect
Starred values were filed as active, the others as inactive; i = inactive; ? = inconclusive; · = not tested or not shown; & = joins results of further samples; [ ] = another dose, or the depositor's remark. Unless noted, calls come from the whole dose curve; as a rule, active = well fitted curve in the direction sought with a large enough effect; inconclusive = small, poorly fitted or top-dose-only effect, or another doubt; inactive = no such curve, though single readings can be large; an effect the other way counts as inactive or inconclusive. Only part of the results is shown; the hit share may differ from the screen's.

Values run as follows: IL-2 act, GLP-1R inv ag, EPAC1 antag, HEK293 tox, PI5P4Ka inh, EPAC1 ag, PLK1 PBD block, GLP-1R agonist, PTHR1 agonist
COC(=O)[C@]12CCCCC=C1N(Cc1ccc(Cl)cc1Cl)C(=O)[C@H](CC(=O)NCc1ccc(C)o1)C2
  0.2, ?, -18%, -6%, ?, 1%, -18%, -2%, i
CCSc1nnc(NC(=O)c2nc(-c3ccccc3)n(-c3ccccc3)n2)s1
  -1.4, ?, -3%, -11%, -19, -3%, -6%, 0%, -1%[57.5 µM]
O=C(NCC1CCCO1)c1ccc2c(c1)C(=O)N(C1CCCCC1)C2=O (stereo not drawn)
  0.5, -13%, -24%, -14%, 2, 1%, 1%, -1%, i
C/C(=N\OC(=O)c1ccc(OC(C)C)cc1)c1ccc(C)c(C)c1
  -0.2, ?, -23%, 2%, 23, 4%, -6%, -10%, i
O=C(COc1ccc(Br)cc1Cl)NNC(=O)c1ccccc1
  1.0, -13%, -7%, -1%, 11, 8%, -10%, 4%, i
CCC(=O)Oc1ccc(NC(=O)c2ccc(S(=O)(=O)N3CCCC3)cc2)cc1
  0.2, ?, -8%, -13%, -9, 18%, 3%, -4%, -2%
Cc1c(C(=O)N2CCCCCC2)c(S(=O)(=O)NCc2ccccc2Cl)c(C)n1C
  -2.5, -6%, ?, -14%, 3, 3%, -22%, 11%, -55%[inhibitor]
CN(C)c1ccc(-c2ccnc3c2CC(C)(C(=O)NCC2CC2)O3)cc1 (stereo not drawn)
  -0.2, -27%, 3%, -10%, -5, -8%, -2%, -1%, i
CC(=O)Oc1ccc(OC(C)=O)c(S(=O)(=O)c2ccc(C)c(C)c2)c1
  0.8, 5%, 3%, -2%, -2, -4%, -15%, -1%, -30%
CN1CCN(S(=O)(=O)c2cccc(C(=O)NCCOc3ccccc3F)c2)CC1
  -1.4, 20%, 11%, 26%, 2, 4%, -7%, -1%, -11%
CC(=O)Nc1ccc(C=C(C#N)c2ccc(C)cc2)cc1
  -2.7, 38%, 17%, 3%, -26, 5%, -2%, -5%, i
COC(=O)c1c(-c2ccc(OC)cc2)sc2cc3c(cc12)OCO3
  -1.1, 38%[activator], -4%, 13%, 11, 10%, 5%, 11%, -40%[inhibitor]
Cc1ccc(NC(=O)C2C3C=CC4(O3)C2C(=O)N(CCCN2CCOCC2)C4C(=O)NC2CCCCC2)cc1Cl (stereo not drawn)
  1.5, 14%, 6%, -2%, 5, 7%, -11%, 7%, -5%
CC(C)(C)OC(=O)n1cc(CCO)c2ccccc21
  -0.4, 11%, -6%, -2%, 6, -4%, 4%, 7%, -1%
CCOc1ccc(NC(=O)CCC(=O)N2CCSc3ccccc32)cc1
  -2.0, ?, -21%, -6%&0%, 1, 2%, -8%, -4%, -12%&-47%
O=C(c1[nH]c(C(F)(F)F)nc1-c1ccccc1)N1CCN(c2ncc(C(F)(F)F)cc2Cl)CC1
  1.2, -5%, -24%, -4%, 12, -9%, -15%, -11%, -88%[inhibitor]
Cc1cnc(NS(=O)(=O)c2ccccc2)c(C)n1
  1.2, 2%, 15%, 3%, 1, 2%, -3%, -2%, i
C#CCNC(=O)C1=C[C@@H](C2CCCCC2)C[C@@H](OCCCCO)O1
  -0.3, 18%, 4%, 9%, -22, 6%, -10%, -2%, i
CCC(c1nnnn1-c1c(C)cccc1C)N1CCN(C/C=C/c2ccccc2)CC1 (stereo not drawn)
  -0.5, ?, 8%, 3%, 0, 12%, -11%, 12%, -11%
COc1cc(Cl)c(C)cc1NC(=O)COC(=O)C1CC1C (stereo not drawn)
  -0.6, -5%, -2%, 3%, 2, -2%, -14%, 17%, ?
Cc1cccc(C)c1NC(=S)N1CCOCC1
  1.1, 1%, -7%, -1%, -4, 11%, -10%, -15%, i
O=C1CSC(c2ccccc2[N+](=O)[O-])N1c1cccc(F)c1 (stereo not drawn)
  -0.3, -5%[0.307 µM], 5%, -2%[0.307 µM], 10, 6%, -4%, -7%, -3%
Cc1cccc2c1-c1sc(C(=O)NCCCN3CCCC(C)C3)cc1CO2 (stereo not drawn)
  -3.8, ?, 8%, -3%, -12, -1%, -6%, 5%, -9%
COc1ccccc1C(=O)NCCC(=O)N1CCCC(C(F)(F)F)C1 (stereo not drawn)
  -1.0, 2%, 2%, 15%, 0, -5%, -5%, -3%, -1%
O=C(CCN1CCCCC1)Nn1c(=S)[nH]c2ccccc2c1=O
  9.0, 0%, -2%, -2%, 1, -1%, -14%, 10%, i
Cc1nc(-c2cccc(NC(=O)Nc3ccc([N+](=O)[O-])cc3)c2)no1
  ·, 3.5µM*, ·, ?, ·, ·, ·, -8%, -44%[inhibitor]
Cc1onc(-c2ccccc2Cl)c1C(=O)Nc1nnc(Cc2ccc(Cl)cc2)s1
  -1.5, ?, -2%, 0%, -2, 14%, -10%, -21%, -33%[inhibitor]
CC(NC(=O)C12CC3CC(CC(C3)C1)C2)C(=O)NN=Cc1ccc([N+](=O)[O-])o1 (stereo not drawn)
  -0.1, 15%, -7%, -1%, 9, 3%, -3%, 1%, -14%
CCn1c(SCC(=O)N2CCCC(C)C2)nc2c1c(=O)n(C)c(=O)n2C (stereo not drawn)
  -1.2, 80%[activator], -3%, -7%, 0, 10%, 1%, 29%, i
Cc1ccc(N2CCN(C(=O)C3CCN(S(=O)(=O)c4cccc5nsnc45)CC3)CC2C)cc1 (stereo not drawn)
  1.0, -25%, -4%, -1%, 0, 9%, -8%, 10%, -20%
COC(=O)Cc1ccc2c3ccccc3n(C)c2c1
  -3.8, 1%, -4%, 29%, ·, 21%, -4%, 4%, -3%[57.5 µM]
O=C(OCc1nnc(-c2ccccc2)o1)c1cccc(-n2cnnn2)c1
  -0.5, 8%, -2%, 2%, -9, -8%, -3%, -8%, i
CSc1ncc(Cl)c(C(=O)Nc2c(C)cccc2C)n1
  0.1, 0%, 2%, 0%, -9, -2%, -10%, 0%, -7%
CN(C)C(CNC(=O)c1cc(S(=O)(=O)N(C)c2ccc(F)cc2)ccc1Cl)c1ccco1 (stereo not drawn)
  -5.3, ?, 11%, 11%, 1, -3%, 2%, 6%, i
Nc1nn(-c2ccccc2)nc1C(=O)OCc1c(F)cccc1Cl
  ·, ?, ·, 1%, ·, ·, ·, 8%, i
COCCCNC(=O)C(C#N)c1nc2ccccc2nc1N1CCN(Cc2ccccc2)CC1 (stereo not drawn)
  96*, 10%, 7%, 26%, 6, 1%, -16%, 15%, i
Cc1ccccc1C(=O)NC1(C(F)(F)F)N=C(c2ccccc2)N(Cc2ccccc2)C1=O (stereo not drawn)
  ·, -8%, ·, -10%, ·, ·, ·, -2%, -15%
CN1C2CCC1/C(=C/c1cccn1C)C(=O)/C2=C\c1cccn1C
  -1.3, -1%, 49%[activator], ?, -5, ?, 122%[activator], 1%, i
O=C(NCc1ccccc1)c1cc(-c2ccncc2)nc2ccccc12
  -0.4, 4%, -5%, 0%, 8, 6%, 0%, 14%, 6%
CC(=O)n1nc(-c2ccncc2)nc1SCC(=O)Nc1cccc(Cl)c1
  -2.6, 17%, -13%, 1%, -16, -9%, -4%, 0%, -5%
Cc1cccc(-c2nnc3n2N=C(c2ccccc2Br)CS3)c1
  -0.6, -9%, -9%, 14%, -9, 10%, -11%, 7%, 1%
N#CC1(NC(=O)COC(=O)CCCN=C2NS(=O)(=O)c3ccccc32)CCCCC1
  -2.5, 7%, -24%, 0%, 2, -14%, -18%, 1%, ?
Cc1ccc2cc(NC(=O)CC(CC(=O)O)c3ccccc3)ccc2n1 (stereo not drawn)
  0.5, 13%, -1%, 3%, -1, -13%, -15%, -3%, -7%
COC(=O)c1cccnc1-n1c(=O)c2cccnc2n(Cc2cccc(C(F)(F)F)c2)c1=O
  -0.1, -3%, -23%, -16%, 1, -3%, -5%, 10%, -10%
CC(C)=NNc1nc2sc3c(c2c(=O)[nH]1)CC(C)(C)OC3
  -4.0, 26%, 13%, 4%, -3, -4%, 2%, 7%, i
COc1ccc(CNC(=S)Nc2ccc(Br)cc2)cc1
  -0.5, ?, -8%, -10%, 0, 1%, -10%, -6%, -47%[inhibitor]
COc1ccc(-n2c(NNC(C)=O)nc3sc4c(c3c2=O)CCCC4)cc1
  -0.1, -22%, -15%, -4%, -5, 3%, -14%, -1%, i
Clc1ccc(/C=C\c2nccc3c2[nH]c2ccccc23)cc1
  2.3, ?, 21%, 5%, 2, -10%, -2%, 8%, i
CC(C)c1ccc(NS(=O)(=O)c2ccc(Cl)nc2)cc1
  -5.1, ?, 3%, -1%, -10, -7%, 3%, 0%, -17%
COc1ccc(C(CNC(=O)Cc2ccc3ccccc3c2)N(C)C)cc1 (stereo not drawn)
  -2.3, ?, -5%, 1%, 9, 6%, -11%, 8%, i
COc1ccc(C(C)=O)cc1COC(=O)c1ccc(S(=O)(=O)N(C)C)cc1
  -0.1, 34%[activator], -8%, 0%, 5, -7%, -24%, 0%, -21%
COc1ccc(C(=O)Nc2ccc(Cl)cc2C(=O)NCCO)cc1
  -0.6, 2%, 3%, -30%, ·, 8%, -11%, 2%, i
CC(Sc1nnc(Cc2cccs2)n1C1CCCCC1)C(N)=O (stereo not drawn)
  -1.7, 7%, 7%, 6%, -7, 0%, -2%, 5%, i
Cc1cc(=O)[nH]c(SCC(=O)Nc2nc3c(s2)CCCC3)n1
  -0.6, 7%, 10%, -5%, ·, -5%, -11%, 11%, i
COc1ccc(CCNC(=O)C2CC(=O)N(c3ccccc3)C2)cc1OC (stereo not drawn)
  1.4, 7%, -5%, -14%, -5, 0%, -13%, -5%, i
CS(=O)(=O)N(CCC#N)Cc1ccco1
  5.5, 26%, -10%, -8%, 2, 6%, -15%, 14%, i
CCOc1cc(C(=O)OCC(=O)Nc2ccc(F)cc2Cl)ccc1OCC(=O)N1CCOCC1
  -2.3, 21%, 1%, 6%, 7, 3%, -2%, 6%, -24%
O=C(NCc1nc2ccccc2[nH]1)C1=C[C@H](c2ccc(C(F)(F)F)cc2)C[C@H](OCCCCO)O1
  -2.4, ?, -19%, ?, 1, -2%, -9%, -1%, -36%[inhibitor]

Assay outcomes from PubChem.
